Pf Dd2 inh – Plasmodium falciparum Dd2 growth inhibition | actives 4.3% (n = 120,000) | P. falciparum Dd2 growth, SYBR Green, 72 h | Potency, µM (titrated, usually from 28.9 µM), for the others: top-dose activity, negative = inhibition, hits mostly inhibitors; active means well fitted inhibition curve with a large enough effect; inconclusive means small, poorly fitted or top-dose-only effect; inactive means no such curve, though single readings can be large or run the other way;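 further: plate controls were DMSO vehicle for no effect and reference drug for full effect; nearly all actives have a fitted effect of over 65% in size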
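Readout: SYBR Green fluorescence, 485 nm excitation, 535 nm emission, after ~16 h lysis at 37C. Before that, Dd2-infected red cells (2.5% hematocrit) grew 72 h with compound, 29 uM top final concentration.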
* hit, by the source's call; i = inactive; u = inconclusive; [ ] = another dose, or the depositor's remark. Potency means the concentration at half of the fitted maximal effect. The list is partial; count on the stated rates, not on these rows.

SMILES	Pf Dd2 inh
COc1ccc(C2Cn3nnc(C(=O)N4CCN(C(=O)c5ccc(C)cc5)CC4)c3CO2)cc1 (stereo not given)	u
Cc1cc(CN2CCOc3c(O)cc(-c4ccccc4C)cc3C2)on1	-27.2%
O=C(c1ccn[nH]1)N1CCC(c2noc(COc3ccc(F)cc3)n2)CC1	-23.4%
CC(C)C(=O)Nc1ccc(C2(C(=O)NCc3ccccn3)CCC2)cc1	-5.6%
O=C(NC[C@H]1OC[C@@H](NC2CCC2)[C@@H]1O)c1ccncc1	-5.3%[44.1 µM]
Cc1ccc(C(=O)Nc2onc3c2CCCC3)cc1	1.9%[0.594 µM]
CCCS(=O)(=O)N[C@H]1C[C@@H](c2nc(-c3ccc4c(c3)OCO4)no2)N(C)C1	i
O=C(Cn1c(=O)n(Cc2ccc(F)cc2)c(=O)c2sc3ccccc3c21)NCc1ccccc1	43.9%[activator]
CC1=C(C(=O)Nc2ccc(C)c(C)c2)C2(CCCCCC2)OC1=O	u
Cc1ccc(N2CC(NC(=O)C3CCCCC3)CC2=O)cc1 (stereo not given)	40.1%[activator]
CS(=O)(=O)c1ccc(OC[C@H]2C[C@@H](NC(=O)c3ccccc3)[C@H](O)[C@@H]2O)cc1	i
COc1ccc(-c2cc(C(=O)N3CCC(c4nc(CCOCC5CC5)no4)C3)[nH]n2)cc1 (stereo not given)	-14.1%
Cc1ncccc1C(=O)N1C[C@@H](Oc2cccnc2)C[C@H]1C(=O)N1CCOCC1	12.5%
COCC1CN(C2CCC2)CC12CCN(C(=O)CCC1CCCC1)CC2 (stereo not given)	u
CCN(CC)S(=O)(=O)c1ccc2c(c1)nc(CN(C)C(=O)c1cccc(Cl)c1)n2C	4.2%
COc1ccc(-c2ccccc2)cc1N1C(=O)[C@@H]2C[C@H]1CN2C(=O)C1(N)CC1	-0.6%
CN(C)CCNC(=O)c1nc2nc(-c3ccccc3)c(-c3cccc(CO)c3)cc2n1C	u
COc1ccc(C(CC(=O)N2CCCC2)c2c[nH]c3ccccc23)cc1 (stereo not given)	-7.2%
Cc1nsc(NC(=O)N2CCC(C(=O)N3CCCC3)CC2)n1	-6.0%
Cc1cc2nc3n(c(=O)c2n1CC(=O)Nc1ccc(F)c(Cl)c1)CCCCC3	39.3%[activator]
CCC(CC)CN1CC2(CCN(C(=O)CCc3cc(=O)[nH]o3)CC2)OC1=O	4.0%
O=C(COCc1cc(-c2cccs2)on1)NCc1ccccc1Cl	33.5%[activator]

2 of these compounds in a different format:
| structure | Pf Dd2 inh |
| --- | --- |
| Cc1ccc(N2CC(NC(=O)C3CCCCC3)CC2=O)cc1 (stereo not given) | 40.1%[activator] |
| CS(=O)(=O)c1ccc(OC[C@H]2C[C@@H](NC(=O)c3ccccc3)[C@H](O)[C@@H]2O)cc1 | i |

Copied from above (2 entries):
SMILES	Pf Dd2 inh
Cc1nsc(NC(=O)N2CCC(C(=O)N3CCCC3)CC2)n1	-6.0%
Cc1cc2nc3n(c(=O)c2n1CC(=O)Nc1ccc(F)c(Cl)c1)CCCCC3	39.3%[activator]

Sorted by molar mass (rising): 5 of the compounds above
SMILES	Pf Dd2 inh
Cc1ccc(N2CC(NC(=O)C3CCCCC3)CC2=O)cc1 (stereo not given)	40.1%[activator]
Cc1cc(CN2CCOc3c(O)cc(-c4ccccc4C)cc3C2)on1	-27.2%
CC(C)C(=O)Nc1ccc(C2(C(=O)NCc3ccccn3)CCC2)cc1	-5.6%
O=C(c1ccn[nH]1)N1CCC(c2noc(COc3ccc(F)cc3)n2)CC1	-23.4%
CN(C)CCNC(=O)c1nc2nc(-c3ccccc3)c(-c3cccc(CO)c3)cc2n1C	u

Bioassay records: PubChem BioAssay, National Center for Advancing Translational Sciences (NCATS)
